ADAM10 inh = human ADAM10 inhibitors, primary screen, biochemical, QFRET, HTS; Disintegrin and metalloproteinase domain-containing protein 10 (Homo sapiens), O14672; recombinant ADAM10, EDANS/DABCYL FRET peptide cleavage, 3 h; inhibition, % at 7 µM; hit rate 0.62% among 370,000; AID 720582, 2013;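 active means inhibition above a per-campaign cutoff equal to the mean of compounds falling between control-based bounds plus 3 SD, cut at about 20% in these data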;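 further: 0% = DMSO wells while the 100% control is not disclosed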
PLCb3 inh = human PLC-beta3 inhibitors, primary screen, biochemical, fluorescence. 1-phosphatidylinositol 4,5-bisphosphate phosphodiesterase beta-3 (Homo sapiens), Q01970. Purified PLC-beta3, fluorogenic substrate. inhibition, % at 12.2 µM. hit rate 0.18% among 370,000. AID 720704, 2013; in the data active means inhibition above about 11%;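 further: 0% = median of compound wells on plate and 100% = full blocker control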
ASAP1 inh = inhibitors of human ASAP1 ArfGAP activity, primary screen, biochemical, fluorescence polarization; ASAP1-stimulated ARF1 GTP hydrolysis, GDP FP detection; inhibition, % at 16.5 µM; hit rate 0.19% among 360,000; in the data active means inhibition above about 25%;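 further: 0% = vehicle with enzyme and substrate and 100% = no enzyme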
Tn7 DDE FP = inhibitors of Tn7 peptide binding to fibrin DD(E), primary screen, biochemical, fluorescence polarization, human fibrin, Tn7 probe; Fibrinogen beta chain (Homo sapiens), P02675; FP displacement of FITC-Tn7 peptide from fibrin DD(E); 0% = median of compound wells per plate; hit rate 0.13% among 370,000; inhibition, % at 8.3 µM;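 active means inhibition above the mean of compounds falling within the control limits plus 3 SD of them, cut at about 14% in these data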;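 further: 0% = plate median of compound wells and 100% = 10 µM Aha-Tn7 peptide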
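System: human fibrin DD(E); quantity: Fibrin-DD(E) at 2 µM final; also added: fluorescent Tn7 probe at 0.1 µM; compound dosing: single nominal test concentration of 8.3 µM per compound; schedule: 10 min preincubation, 3 h with tracer, room temperature; detection: fluorescence polarization of the labelled Tn7 tracer; repeats: one replicate per compound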
DDE Tn6 FP inh = inhibitors of Tn6 peptide binding to fibrin DD(E), primary screen, biochemical, fluorescence polarization, human fibrin, Tn6 probe. inhibition, % at 8.3 µM. hit rate 0.21% among 370,000. Fibrin DD(E) TRITC-Tn6 fluorescence polarization displacement. AID 720509, 2013. Fibrinogen beta chain (Homo sapiens), P02675;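 active means inhibition above a per-campaign cutoff: mean of compounds within control limits plus 3 SD, cut at about 15% in these data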;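 further: 0% = median of all compound wells on the plate and 100% = blocking peptide control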
TDP2 absorb = human TDP2 enzyme inhibitors, primary screen, biochemical, epi absorbance, recombinant enzyme; Tyrosyl-DNA phosphodiesterase 2 (Homo sapiens), O95551; T5PNP hydrolysis, p-nitrophenol absorbance 415 nm; inhibition, % at 12.8 µM; hit rate 0.34% among 370,000;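 active means inhibition above the mean of all tested compounds plus 3 SD, set per campaign, cut at about 25% in these data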;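 further: 0% = DMSO with enzyme and 100% = buffer with substrate but no TDP2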
Target sequence (O95551 whole entry, looked up): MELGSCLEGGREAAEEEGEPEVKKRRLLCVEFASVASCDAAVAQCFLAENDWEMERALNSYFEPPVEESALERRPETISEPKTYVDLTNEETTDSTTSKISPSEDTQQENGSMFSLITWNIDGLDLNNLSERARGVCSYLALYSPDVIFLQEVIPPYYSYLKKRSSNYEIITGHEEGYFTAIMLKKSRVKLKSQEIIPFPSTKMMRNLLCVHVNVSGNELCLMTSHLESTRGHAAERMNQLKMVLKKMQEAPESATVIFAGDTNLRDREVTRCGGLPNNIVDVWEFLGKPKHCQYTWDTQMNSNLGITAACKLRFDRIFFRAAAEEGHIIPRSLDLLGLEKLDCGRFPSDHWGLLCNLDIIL
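Assay system: recombinant human TDP2 / Reagent: T5PNP substrate at 5 mM, a TopII-DNA adduct mimic / Measured by: epi absorbance from released p-nitrophenol / Evaluation: % inhibition relative to enzyme-containing and enzyme-free wells / Control set: enzyme-free and DMSO wells / Replicates: each compound tested once, singlicate / Schedule: enzyme reaction with compound for 2 h at 37 °C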
SIAE primary = human SIAE inhibitors, primary screen, biochemical, fluorescence polarization, FP-Rh probe, 1536-well HTS; SIAE FP-Rh probe binding; Sialate O-acetylesterase (Homo sapiens), Q9HAT2; hit rate 0.69% among 370,000; inhibition, % at 9.66 µM;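 active means inhibition above a cutoff: mean of compounds within the control limits plus 3 SD of those, cut at about 17% in these data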;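 further: 0% = plate median of compound wells and 100% = probe without SIAE protein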
Target sequence (Q9HAT2 whole entry, looked up): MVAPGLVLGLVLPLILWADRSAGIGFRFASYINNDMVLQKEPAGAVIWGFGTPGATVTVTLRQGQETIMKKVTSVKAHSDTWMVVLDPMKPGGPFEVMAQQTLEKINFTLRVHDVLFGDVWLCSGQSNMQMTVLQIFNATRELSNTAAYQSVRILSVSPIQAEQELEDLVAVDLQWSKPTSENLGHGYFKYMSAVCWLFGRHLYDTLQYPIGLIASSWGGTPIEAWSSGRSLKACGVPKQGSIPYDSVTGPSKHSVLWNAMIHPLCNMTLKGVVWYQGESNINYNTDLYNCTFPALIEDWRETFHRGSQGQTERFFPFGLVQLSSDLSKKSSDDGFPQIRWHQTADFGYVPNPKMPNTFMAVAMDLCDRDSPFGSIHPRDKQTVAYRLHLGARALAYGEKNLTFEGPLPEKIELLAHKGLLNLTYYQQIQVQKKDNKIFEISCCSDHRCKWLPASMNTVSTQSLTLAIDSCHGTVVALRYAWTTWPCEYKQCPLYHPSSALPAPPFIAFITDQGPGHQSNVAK
ARFGAP1 inh = inhibitors of rat ARFGAP1 GAP activity, primary screen, biochemical, fluorescence polarization, GDP tracer | ADP-ribosylation factor GTPase-activating protein 1 (Rattus norvegicus), Q62848 | Arfgap1-stimulated ARF1 GTP hydrolysis, GDP FP detection | inhibition, % at 16.5 µM | hit rate 0.26% among 360,000;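 active means inhibition above a per-plate limit, mean inhibition of low control wells plus 3 SD, cut at about 25% in these data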;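 further: 0% = DMSO wells with enzyme and 100% = wells lacking Arfgap1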
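material = rat Arfgap1 catalytic domain, aa 1-136 | also added = human ARF1(Δ1-17)-GTP substrate | compound dosing = one concentration, 16.5 µM, DMSO 1.26% | times = GTP hydrolysis reaction 2 h at 25 °C | measured by = FP, GDP Alexa 633 tracer displaced from anti-GDP antibody, 620/688 nm | evaluation = percent inhibition of Arfgap1-stimulated GTP hydrolysis | replication = single well per compound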
ADAM17 inh = ADAM17 inhibitors, primary screen, biochemical, QFRET. hit rate 0.83% among 370,000. recombinant ADAM17, EDANS/DABCYL FRET peptide cleavage. inhibition, % at 6.95 µM. Disintegrin and metalloproteinase domain-containing protein 17 (Homo sapiens), P78536;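 active means inhibition above the mean of compounds lying between control limits plus 3 SD, set per campaign, cut at about 8.5% in these data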;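 further: 0% = DMSO-only wells as the low control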
PLC-gamma1 inh = PLC-gamma1 enzyme inhibitors, primary screen, biochemical, fluorescence, purified enzyme; hit rate 0.84% among 370,000; 1-phosphatidylinositol 4,5-bisphosphate phosphodiesterase gamma-1 (Homo sapiens), P19174; fluorogenic substrate; AID 720700, 2013; inhibition, % at 12.2 µM; in the data active means inhibition above about 9.5%
Active calls of the source: *.

CCc1ccc(Nc2nc(N3CCOCC3)nc(N3CCOCC3)n2)cc1 was read as ADAM10 inh 0, PLCb3 inh -2, ASAP1 inh 6, Tn7 DDE FP -5, DDE Tn6 FP inh -7, TDP2 absorb -4, SIAE primary 0, ARFGAP1 inh 3, ADAM17 inh -4 and PLC-gamma1 inh 3.
Cc1c(C(=O)NCc2cccc(Cl)c2)sc(=O)n1Cc1ccc(F)cc1 was read as ADAM10 inh -2, PLCb3 inh -2, ASAP1 inh 11, Tn7 DDE FP 1, DDE Tn6 FP inh -3, TDP2 absorb 0, SIAE primary -3, ARFGAP1 inh -4, ADAM17 inh 3 and PLC-gamma1 inh 0.
For O=C(c1cccc([N+](=O)[O-])c1)N1CCN(c2n[nH]c(=O)[nH]c2=O)CC1 the results were ADAM10 inh -7, PLCb3 inh -4, ASAP1 inh -1, Tn7 DDE FP -8, DDE Tn6 FP inh -2, TDP2 absorb 3, SIAE primary 5, ARFGAP1 inh -1, ADAM17 inh -4 and PLC-gamma1 inh 2.
Screening CC1CCCC(C)N1C(=O)COC(=O)COc1ccc(C#N)cc1 (configuration not stated) returned ADAM10 inh 2, PLCb3 inh -4, ASAP1 inh -7, Tn7 DDE FP -7, DDE Tn6 FP inh -2, TDP2 absorb -13, SIAE primary -11, ARFGAP1 inh 2, ADAM17 inh 9.8* and PLC-gamma1 inh 11*.
CC(C)CN(C(=O)COC(=O)CCSc1ccc(Cl)cc1)c1c(N)n(Cc2ccccc2)c(=O)[nH]c1=O was read as ADAM10 inh -11, PLCb3 inh -1, ASAP1 inh -4, Tn7 DDE FP -7, DDE Tn6 FP inh 6, TDP2 absorb 2, SIAE primary 4, ARFGAP1 inh 8, ADAM17 inh -5 and PLC-gamma1 inh -1.
Screening O=C(NCC1CCCC(CNC(=O)Nc2ccc(Cl)cn2)C1)Nc1ccc(Cl)cn1 (configuration not stated) returned ADAM10 inh 0, PLCb3 inh -5, ASAP1 inh 10, Tn7 DDE FP 4, DDE Tn6 FP inh -3, TDP2 absorb 13, SIAE primary -21, ARFGAP1 inh -2, ADAM17 inh 0 and PLC-gamma1 inh 0.
For O=c1[nH]c2ccc(Br)cc2c(-c2ccccc2)c1N1CCOCC1 the results were ADAM10 inh -4, PLCb3 inh -41, ASAP1 inh 6, Tn7 DDE FP -1, DDE Tn6 FP inh -1, TDP2 absorb 1, SIAE primary -2, ARFGAP1 inh 8, ADAM17 inh -1 and PLC-gamma1 inh -36.
For COc1ccc(OC)c(/C=C2\Oc3cc(OCC(=O)N4CCC(C(=O)O)CC4)ccc3C2=O)c1 the results were ADAM10 inh -5, PLCb3 inh -472, ASAP1 inh 16, Tn7 DDE FP 4, DDE Tn6 FP inh 5, TDP2 absorb 3, SIAE primary -24, ARFGAP1 inh 42*, ADAM17 inh 1 and PLC-gamma1 inh -406.
COC(=O)c1sccc1NC(=O)Nc1ccc(F)cc1 was read as ADAM10 inh -7, PLCb3 inh -8, ASAP1 inh -5, Tn7 DDE FP 2, DDE Tn6 FP inh -5, TDP2 absorb 4, SIAE primary 7, ARFGAP1 inh 2, ADAM17 inh -3 and PLC-gamma1 inh 0.
Screening CCSc1nnc(NC(=O)C2CC2c2ccccc2)s1 (configuration not stated) returned ADAM10 inh -1, PLCb3 inh 4, ASAP1 inh -2, Tn7 DDE FP 7, DDE Tn6 FP inh 3, TDP2 absorb 0, SIAE primary 3, ARFGAP1 inh -8, ADAM17 inh -3 and PLC-gamma1 inh 3.
Screening COc1nc(NCCC2=CCCCC2)nc(OC)n1 returned ADAM10 inh -5, PLCb3 inh 2, ASAP1 inh 7, Tn7 DDE FP 1, DDE Tn6 FP inh -5, TDP2 absorb -5, SIAE primary 3, ARFGAP1 inh -6, ADAM17 inh -4 and PLC-gamma1 inh 1.
Screening COC(=O)c1sc(NC(=O)c2cc3c(s2)CCCC3)nc1C returned ADAM10 inh -7, PLCb3 inh -27, ASAP1 inh -7, Tn7 DDE FP 1, DDE Tn6 FP inh 0, TDP2 absorb -3, SIAE primary -14, ARFGAP1 inh 9, ADAM17 inh -3 and PLC-gamma1 inh -20.
Screening CCN(CC)C(=O)Cn1nnc(-c2ccc(C)o2)n1 returned ADAM10 inh -11, PLCb3 inh -4, ASAP1 inh -4, Tn7 DDE FP -5, DDE Tn6 FP inh -6, TDP2 absorb -3, SIAE primary 2, ARFGAP1 inh -5, ADAM17 inh -4 and PLC-gamma1 inh -2.
CCC(=O)Nn1c(C2CCC2)nc2ccccc2c1=O was read as ADAM10 inh 0, PLCb3 inh -2, ASAP1 inh 4, Tn7 DDE FP -14, DDE Tn6 FP inh -6, TDP2 absorb -1, SIAE primary 5, ARFGAP1 inh 7, ADAM17 inh 0 and PLC-gamma1 inh -5.
Screening CCCc1cc(=O)oc2c(C)c(OC(C)C(=O)NCCN3CCOCC3)ccc12 (configuration not stated) returned ADAM10 inh -84, PLCb3 inh -16, ASAP1 inh -15, Tn7 DDE FP 1, DDE Tn6 FP inh 0, TDP2 absorb 14, SIAE primary 4, ARFGAP1 inh 5, ADAM17 inh -26 and PLC-gamma1 inh -4.
CCOc1ccc(-c2nnc(Nc3ccc(OC)c(C(=O)N4CCCCC4)c3)c3ccccc23)cc1 was read as ADAM10 inh -6, PLCb3 inh -31, ASAP1 inh 2, Tn7 DDE FP 4, DDE Tn6 FP inh 1, TDP2 absorb 6, SIAE primary -2, ARFGAP1 inh -8, ADAM17 inh 0 and PLC-gamma1 inh -28.
Screening COc1ccc(Cl)cc1N1C(=O)/C(=C\c2sccc2C)N=C1SCC(=O)NC1CC1 returned ADAM10 inh 15, PLCb3 inh -16, ASAP1 inh -1, Tn7 DDE FP 1, DDE Tn6 FP inh 3, TDP2 absorb -4, SIAE primary -9, ARFGAP1 inh 2, ADAM17 inh 6 and PLC-gamma1 inh -7.
`CSC(=CC(=O)c1ccccc1)SC` gave ADAM10 inh 12, PLCb3 inh 5, ASAP1 inh 14, Tn7 DDE FP 0, DDE Tn6 FP inh -5, TDP2 absorb -3, SIAE primary 2, ARFGAP1 inh -1, ADAM17 inh 1 and PLC-gamma1 inh 5.
Screening CCCCNS(=O)(=O)c1cccc(NC(=O)[C@@H]2O[C@H](CO)[C@H](O)[C@H](O)[C@H]2O)c1 returned ADAM10 inh -10, PLCb3 inh 1, ASAP1 inh 1, Tn7 DDE FP -1, DDE Tn6 FP inh 0, TDP2 absorb 10, SIAE primary -1, ARFGAP1 inh -7, ADAM17 inh -6 and PLC-gamma1 inh 4.
Screening CCc1cc2c(=O)n(Cc3ccccc3)c(SC3CCOC3=O)nc2s1 (configuration not stated) returned ADAM10 inh 3, PLCb3 inh -2, ASAP1 inh 4, Tn7 DDE FP 1, DDE Tn6 FP inh 8, TDP2 absorb 12, SIAE primary 6, ARFGAP1 inh 3, ADAM17 inh -3 and PLC-gamma1 inh 5.
Screening O=C(NC(NC(=S)N1CCOCC1)C(Cl)(Cl)Cl)c1cccc2ccccc12 (configuration not stated) returned ADAM10 inh 8, PLCb3 inh 5, ASAP1 inh -3, Tn7 DDE FP 4, DDE Tn6 FP inh 1, TDP2 absorb -8, SIAE primary 0, ARFGAP1 inh -4, ADAM17 inh 2 and PLC-gamma1 inh 1.

Four entries out of the list, arranged by count of non-hydrogen atoms, low to high.
COC(=O)c1sccc1NC(=O)Nc1ccc(F)cc1 was read as ADAM10 inh -7, PLCb3 inh -8, ASAP1 inh -5, Tn7 DDE FP 2, DDE Tn6 FP inh -5, TDP2 absorb 4, SIAE primary 7, ARFGAP1 inh 2, ADAM17 inh -3 and PLC-gamma1 inh 0.
Screening COC(=O)c1sc(NC(=O)c2cc3c(s2)CCCC3)nc1C returned ADAM10 inh -7, PLCb3 inh -27, ASAP1 inh -7, Tn7 DDE FP 1, DDE Tn6 FP inh 0, TDP2 absorb -3, SIAE primary -14, ARFGAP1 inh 9, ADAM17 inh -3 and PLC-gamma1 inh -20.
For O=c1[nH]c2ccc(Br)cc2c(-c2ccccc2)c1N1CCOCC1 the results were ADAM10 inh -4, PLCb3 inh -41, ASAP1 inh 6, Tn7 DDE FP -1, DDE Tn6 FP inh -1, TDP2 absorb 1, SIAE primary -2, ARFGAP1 inh 8, ADAM17 inh -1 and PLC-gamma1 inh -36.
Screening CCCc1cc(=O)oc2c(C)c(OC(C)C(=O)NCCN3CCOCC3)ccc12 (configuration not stated) returned ADAM10 inh -84, PLCb3 inh -16, ASAP1 inh -15, Tn7 DDE FP 1, DDE Tn6 FP inh 0, TDP2 absorb 14, SIAE primary 4, ARFGAP1 inh 5, ADAM17 inh -26 and PLC-gamma1 inh -4.

Screening results from PubChem BioAssay.
